# GPT2 inh – blocks human glutamate pyruvate transaminase 2. Q8TD30. Recombinant GPT2, coupled pyruvate oxidase/HRP Amplex Red fluorescence. Potency, µM (top dose mostly 57.7 µM), for inactives: top-dose activity change, negative = inhibition, hits mostly inhibitors. 0.25% of 100,000 active; further: potency means the concentration at half of the fitted maximal effect; nearly all actives have a fitted effect of over 60% in size; many of its hits are not listed in these tables
#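 Inhibition is scored from Amplex Red fluorescence generated when pyruvate oxidase and HRP act on pyruvate released by GPT2. Reactions contain 10ng/uL enzyme, 250uM a-KG and 2mM L-alanine and run 30 min at room temperature.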
# HEK293 tox – kills HEK 293 cells; HEK 293 viability, ATP luminescence (CellTiter-Glo), 48-72 h; Potency, µM (highest dose often 115 µM), without a hit: at the highest dose activity change, negative = cytotoxicity, actives largely listed as inhibitors; 6.6% of 94,000 active; AID 1345083; further: potency means the concentration at half of the fitted maximal effect; nearly all actives have a fitted effect of over 60% in size
#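 Pintool-delivered compounds were incubated with HEK 293 cells (250 cells/well) at 37 degree Celsius for 48 or 72 hr. ATP-dependent luminescence (CellTiter-Glo) then reported remaining viable cells.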
# 3T3 cytotox – NIH 3T3 cell cytotoxicity | NIH 3T3 viability, CellTiter-Glo ATP luminescence, 48-72 h | Potency, µM (series often up to 96.7 µM), inactives show at the highest dose activity change, negative = cytotoxicity, most hits filed as inhibitors | 4.3% of 94,000 active; further: potency means the concentration at half of the fitted maximal effect; nearly all actives have a fitted effect of over 55% in size
#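 Cells were seeded at 400 per well, treated with pin-transferred compound, and kept 48 or 72 hr at 37 °C before CellTiter-Glo addition and luminescence imaging of cellular ATP.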
# SNCA viab count – counter-screen for SNCA expression inhibitors: cell viability. HEK-293-SNCA-luc viability, GF-AFC fluorescence, 24 h. Potency, µM (doses to about 57.1 µM), for inactives: at the top dose activity change, negative = cytotoxicity, most hits filed as cytotoxic. 0.12% of 150,000 active. AID 1671193;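 further: potency means the concentration at half of the fitted maximal effect; 0% = DMSO-treated cells and -100% = medium-only wells without cells; nearly all actives have a fitted effect of over 30% in size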
#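 HEK-293-SNCA-luc cells (1500/well) plated 24 h, then exposed 24 h to a dilution series; GF-AFC added 30 min at 37C, fluorescence 405/540 nm; normalised to medium-only and DMSO wells, Hill fit.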
# SNCA expr inh – reduces expression of the alpha-synuclein gene | 0.17% of 140,000 active | HEK-293 SNCA-luciferase knock-in, luminescence, 24 h | Potency, µM (doses to about 57.2 µM), inactives show at the top dose activity change, negative = inhibition, hits mostly inhibitors;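 further: potency means the concentration at half of the fitted maximal effect; plate controls were DMSO cells for no effect and cell-free wells for full effect; nearly all actives have a fitted effect of over 45% in size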
# IP6K1 inhibitor – blocks human inositol hexakisphosphate kinase 1; Q92551; IP6K1 kinase, ADP-Glo luminescence, 2 h; active compounds read low; activity change, % (series mostly up to about 58 µM); 0.81% of 140,000 active; AID 1645851; in the data active means activity change below about -25%
# Target sequence (Q92551 whole entry, looked up): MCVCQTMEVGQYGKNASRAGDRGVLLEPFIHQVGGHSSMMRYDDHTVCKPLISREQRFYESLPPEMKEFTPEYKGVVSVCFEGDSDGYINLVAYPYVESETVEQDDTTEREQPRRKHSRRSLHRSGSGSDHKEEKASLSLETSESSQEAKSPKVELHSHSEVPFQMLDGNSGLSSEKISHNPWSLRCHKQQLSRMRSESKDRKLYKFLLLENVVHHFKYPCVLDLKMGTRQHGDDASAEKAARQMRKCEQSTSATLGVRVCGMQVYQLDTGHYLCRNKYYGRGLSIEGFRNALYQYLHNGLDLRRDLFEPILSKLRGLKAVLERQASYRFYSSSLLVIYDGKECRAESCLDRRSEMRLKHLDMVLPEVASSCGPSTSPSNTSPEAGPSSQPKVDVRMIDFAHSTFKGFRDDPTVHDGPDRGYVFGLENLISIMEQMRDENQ
#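 ADP-Glo luminescence measures ADP made by human IP6K1 during a 2 h RT reaction with ATP/IP6 (mix at 1.3 mM/130 uM); top library doses 57.5 and 19.1 uM final.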
# FLuc inh – inhibitors of firefly (Photinus pyralis) luciferase | Potency, µM (highest dose often 115 µM), inactives show at the highest dose activity change, negative = inhibition, usual class: inhibitors | 2.5% of 76,000 active | purified P. pyralis luciferase, luminescence, biochemical | P08659 | AID 1347043; further: potency means the concentration at half of the fitted maximal effect; nearly all actives have a fitted effect of over 65% in size
# Target sequence (P08659 whole entry, looked up): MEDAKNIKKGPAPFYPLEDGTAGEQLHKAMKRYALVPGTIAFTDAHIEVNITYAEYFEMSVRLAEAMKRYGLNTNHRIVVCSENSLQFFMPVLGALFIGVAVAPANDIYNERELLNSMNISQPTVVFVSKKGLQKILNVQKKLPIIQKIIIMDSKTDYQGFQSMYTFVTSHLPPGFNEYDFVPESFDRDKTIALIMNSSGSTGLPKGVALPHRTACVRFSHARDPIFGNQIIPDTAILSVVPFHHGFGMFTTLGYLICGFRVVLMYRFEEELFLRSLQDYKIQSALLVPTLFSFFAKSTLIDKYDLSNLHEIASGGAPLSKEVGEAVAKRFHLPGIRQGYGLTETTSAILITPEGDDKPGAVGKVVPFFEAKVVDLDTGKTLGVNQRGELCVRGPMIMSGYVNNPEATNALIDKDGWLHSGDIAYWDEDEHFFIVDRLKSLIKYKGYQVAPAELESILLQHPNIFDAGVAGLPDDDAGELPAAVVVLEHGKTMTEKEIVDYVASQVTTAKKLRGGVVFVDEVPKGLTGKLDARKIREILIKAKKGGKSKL
#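 Purified 10nM P. pyralis luciferase with 10uM D-luciferin and 10uM ATP in 50mM Tris acetate pH 7.5, 10mM Mg acetate, 0.01% Tween-20, 0.05% BSA. qHTS titration; luminescence read by CCD imager.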
# * marks the source's active call; other numbers are inactive results; i = inactive; ? = inconclusive; · = not tested or not shown; [ ] = another dose, or the depositor's remark. Unless noted, the call rests on the fitted dose curve; in most records, active means well fitted curve in the direction sought with a large enough effect; inconclusive means small, poorly fitted or top-dose-only effect, or another doubt; inactive means no such curve, though single readings can be large; an effect the other way counts as inactive or inconclusive. Unless noted, on the % scale 0 is the no-effect control and ±100 the full control effect. Not all compounds are listed. The share of hits here may be higher or lower than overall.
SMILES,GPT2 inh,HEK293 tox,3T3 cytotox,SNCA viab count,SNCA expr inh,IP6K1 inhibitor,FLuc inh
COc1ccc(Cn2c3c(c(=O)n2Cc2ccccc2)CCN(Cc2cccnc2)C3)cc1,4%,i,?,-4%,?,5,-4%
CN(Cc1cccnc1)C(=O)C1C2C(=O)N(c3ccc(CCO)cc3)C[C@@]23C=C[C@@H]1O3 (some centres undefined),i,-3%,4%,3%,-26%,20,-7%
COc1ccc(-c2cc(N3CCC(NC(=O)c4cc(F)ccc4Cl)C3)n[nH]2)cc1 (centres undefined),?,?,?,-6%,46%[activator],9,-15%
CCCn1c2ccccc2c2cnn(CC(=O)NCCc3ccccc3)c(=O)c21,·,·,·,9%,3%,13,·
Cn1ncc2c(C(=O)NCCc3ccc(Cl)cc3)cc(-c3ccc([S+](C)(=O)[O-])cc3)nc21,i,?,?,-10%,?,-1,·
Cc1ccc(CN[C@@H]2CO[C@H](CNC(=O)C3CCCC3)[C@H]2O)cc1,1%[88.5 µM],1%[172 µM],-5%[138 µM],7%[87.6 µM],5%[87.6 µM],6,-7%[172 µM]
COc1ccc(CCNC(=O)CCCn2c(=O)c3ccccc3n(Cc3ccccc3)c2=O)cc1OC,·,·,·,-23%,2%,4,·
CS(=O)(=O)NC1CCCN(c2cc(N3CCCC3)ncn2)C1 (centres undefined),?,-6%,-4%,2%,33%,7,0%
O=c1ccc2cc(S(=O)(=O)N3CCC4(CCCNC4)C3)ccc2o1 (centres undefined),-11%,-5%,-1%,-9%,10%,-3,2%
COCc1nc(C2CCCN(C(=O)Nc3cc(C)ccc3C)C2)no1 (centres undefined),i,-14%,-6%,1%[12.5 µM],-9%,39,3%
COc1ccc(-c2[nH]c(-c3cccc(OC)c3)nc2SCC(=O)Nc2ccc3c(c2)OCO3)cc1,·,·,·,?,?,-7,·
COc1ccccc1-n1nc(-c2c(C)nc3scc(CC(=O)NCc4ccccc4)n3c2=O)cc1C,i,i,-7%,-15%,3%,7,-6%
COc1ccccc1-n1c(=O)c(C(=O)N2CCN(C(=O)c3ccccc3F)CC2)nc2cccnc21,0%,i,i,3%,-26%,-7,·
COc1ccc(CN2CCOc3ccc(C(=O)NCc4ccc(C)cc4)cc3C2)c(OC)c1,i,?,?,-17%,-13%,-1,-4%
COc1ccc(Cl)cc1Nc1ncnc2c1c(-c1ccccc1)cn2-c1ccccc1,·,·,·,1%,57%[activator],21,·
Cc1ccc(-n2ncc3c(NCCc4ccccc4)ncnc32)cc1Cl,·,·,·,0%,230%[activator],10,·
O=C(c1ccccc1Cl)N1CCCCC12Cc1ccccc1NC2=O (centres undefined),i,?,-19%,-11%,2%,12,-3%
O=S1(=O)CCC(S(=O)(=O)NC2CCCCC2)C1 (centres undefined),i,19%,i,3%,20%,-4,-3%
Cc1ccccc1OC(=O)c1nc(SCc2ccccc2F)ncc1Cl,·,·,·,?,3%,-13,·
NC(=O)c1ccc(-c2nc3c([nH]2)CN(c2ncnc4ccsc24)CC3)cc1,-2%,32µM*,-10%,-13%,5%,32,-11%
O=C(NCc1ccco1)C1c2ccccc2C(=O)N(C2CCCC2)C12CCCCC2 (centres undefined),i,?,?,-19%,-7%,-8,8%
CCC(=O)N1CCC(n2nccc2NC(=O)Nc2ccccc2OC)CC1,-16%,-9%,-2%,3%,11%,12,0%
CSc1ncc(C(=O)N2CCN(c3ccc(F)cc3)CC2)c(C)n1,·,·,·,8%,3%,4,·
CCn1nc(C)c(CCN(C)C(=O)Nc2cccc(Cl)c2C)c1C,·,·,·,-6%,9%,24,·
Cc1ccc(NC(=O)Cn2c(=O)n(CCCCC(=O)NCc3ccc4c(c3)OCO4)c(=O)c3ccccc32)cc1,·,·,·,6%,-2%,19,·

# Single records, as listed above:
# COc1ccc(-c2cc(N3CCC(NC(=O)c4cc(F)ccc4Cl)C3)n[nH]2)cc1 (centres undefined) as listed: GPT2 inh: ?; HEK293 tox: ?; 3T3 cytotox: ?; SNCA viab count: -6%; SNCA expr inh: 46%[activator]; IP6K1 inhibitor: 9; FLuc inh: -15%
# O=S1(=O)CCC(S(=O)(=O)NC2CCCCC2)C1 (centres undefined) as listed: GPT2 inh: i; HEK293 tox: 19%; 3T3 cytotox: i; SNCA viab count: 3%; SNCA expr inh: 20%; IP6K1 inhibitor: -4; FLuc inh: -3%
# Cn1ncc2c(C(=O)NCCc3ccc(Cl)cc3)cc(-c3ccc([S+](C)(=O)[O-])cc3)nc21 as listed: GPT2 inh: i; HEK293 tox: ?; 3T3 cytotox: ?; SNCA viab count: -10%; SNCA expr inh: ?; IP6K1 inhibitor: -1; FLuc inh: ·

# (list continues)
SMILES,GPT2 inh,HEK293 tox,3T3 cytotox,SNCA viab count,SNCA expr inh,IP6K1 inhibitor,FLuc inh
COc1ccc(Cl)cc1NC(=O)CCCn1c(C)c2cnn(-c3ccccc3)c(=O)c2c1C,·,·,·,-4%,-16%,4,·
Cn1cc(-c2ccc3c(n2)CN(Cc2ccccc2)C(=O)CO3)cn1,5%[88.5 µM],?,40µM*,-10%[87.6 µM],17%[87.6 µM],-5,-1%[172 µM]
C[S+](=O)([O-])N1CC2(Cc3ccccc31)CN(C(=O)NC1CCCC1)C2,i,-5%,-10%,7%,18%,3,·
CC1(COc2ccccc2)COc2ccc(C(=O)NCc3cccs3)cc2N1 (centres undefined),1%[88.5 µM],112µM*,?,-1%[87.6 µM],9%[87.6 µM],13,-15%[172 µM]
Cc1ncccc1C(=O)N1CCC2(CC1)CC(CO)N(C(=O)c1ccccc1)C2 (centres undefined),-4%,-22%,-8%,-5%,-18%,-7,-14%
CCC(=O)N(C1CCOCC1)C1CCN(Cc2ccc(C)cc2)CC1,i,4%,-6%,2%,12%,3,12%
Cc1ccc(-c2cc(C(=O)NCc3cccc(F)c3)nn3cnnc23)cc1,4%,?,?,?,12%,-4,·
CCCCN(CC)CCNC(=O)c1nn(C)c2c1CS(=O)(=O)c1ccccc1-2,·,·,·,3%,-4%,-13,·
COc1ccccc1-c1cccc(CN2CCC(N[S+](=O)([O-])c3ccccc3)CC2)c1,i,40µM*,32µM*,0%,-17%,3,·
CC(C)Nc1ncnc2c1CN(C1CCCNCC1)C(=O)CN2C (centres undefined),-15%,-10%,-3%,3%,-9%,0,·
Cc1nc(CN2C[C@H](C(=O)N3CCN(c4ccccn4)CC3)C[C@@H]2c2ccc(F)cc2)cs1,i,?,?,-7%,-29%,-3,13%
CCc1ccc(NC(=O)Cn2ccn(-c3ccc(OC)cc3)c(=O)c2=O)cc1,·,·,·,-3%,2%,-13,·
COc1ccc(-c2nnc(SCC(=O)Nc3cccc(C)c3)s2)cc1,·,·,·,-12%,14%,7,·
COc1ccccc1CNC(=O)CCn1c(=O)c2ccccc2n(CC(=O)Nc2ccc(C)cc2Cl)c1=O,·,·,·,2%,9%,26,·
CC(C)NC(=O)N1CCCC1c1noc(COc2ccc(F)cc2)n1 (centres undefined),i,i,i,3%,6%,-4,4%
COc1ccc2[nH]cc(CCNC(=O)C3(Cc4cccnc4)CCCCC(=O)N3)c2c1 (centres undefined),1%,-5%,-19%,-5%,3%,15,0%
O=C1CCN(S(=O)(=O)c2ccccc2)CCCN(S(=O)(=O)c2ccc3c(c2)CCC3)CCN1,i,?,?,-7%,-1%,-2,-7%
Cc1cc(NC(=O)c2ccc3c(c2)N(C)C2CCCN2C3=O)ccc1Br (centres undefined),i,3%,i,-1%[12.5 µM],129%[activator],8,?
COC[C@@H]1[C@H](C(=O)NCCc2c[nH]c3ccc(OC)cc23)CCC(=O)N1C,i,i,i,0%,-9%,11,·
CN(C)C[C@@H]1CN(Cc2ccccc2)C[C@H]1NC(=O)c1ccnn1C,1%,i,-3%,-3%,2%,-5,3%
O=C(CN1C(=O)NC(c2ccccc2Cl)C2=C1COC2=O)NCc1ccc(F)cc1 (centres undefined),i,?,-17%,9%,-10%,5,3%
O=C(Nc1ccc2c(c1)OCCO2)N1CCCCCC1c1nc(-c2cccnc2)no1 (centres undefined),i,-2%,?,?,76%[activator],-7,·
OC[C@@H]1CNC[C@H]1C1CCN(Cc2ccc(F)c(Br)c2)CC1,4%,?,35µM*,-1%[12.5 µM],14%,-4,-14%
COc1ccc(CN2CCc3nc(C(=O)NCCOc4ccccc4)oc3CC2)cn1,-1%[88.5 µM],?,?,4%[87.6 µM],?,0,-13%[172 µM]
COc1ccc(-n2cnc3cc(C(=O)NC4CCCC4)ccc32)cc1,·,·,·,-7%,47%[activator],21,·
# (list continues)
SMILES,GPT2 inh,HEK293 tox,3T3 cytotox,SNCA viab count,SNCA expr inh,IP6K1 inhibitor,FLuc inh
CCOC(=O)C1=CN(CC(=O)N(C)c2ccccc2)S(=O)(=O)N=C1C,-6%,5%,-13%,-8%,-10%,-10,2%
CC(C)(C)CC(=O)N1CCC(O)(c2csc(CN3CCc4ccccc4C3)n2)CC1,?,71µM*,?,-6%[87.6 µM],?,10,-5%[172 µM]
CCCCNC(=O)CSc1nc2cc3c(cc2c(=O)n1CCCCCC(=O)NCc1ccc(OC)cc1)OCO3,·,·,·,2%,11%,12,·
COCCCNc1nc2c([S+](=O)([O-])c3ccncc3)nnn2c2ccccc12,i,-15%,?,5%,?,13,·
NS(=O)(=O)c1ccc(-n2nc(C3CCOC3)nc2C2CCC2)cc1 (centres undefined),-13%,i,-4%,3%,-12%,5,-7%
O=c1oc2ccccc2cc1-c1cn2cc(Cc3ccc(Cl)cc3)sc2n1,·,·,·,-1%,31%,6,·
Cn1ccnc1CN1C[C@@H](F)[C@@H](OCc2nc3ccccc3n2C)C1,i,1%[172 µM],i,2%[87.6 µM],-11%[87.6 µM],-12,-4%[172 µM]
Cc1ccccc1NC(=O)Cn1nnc(C(=O)NCc2cccs2)c1N,·,·,·,-4%,?,-1,·
O=C(c1cnc[nH]1)N1C[C@@H](COc2cccnc2)[C@H](c2ccccn2)C1,-9%,i,2%,?,?,16,-14%
O=C1c2cnc(-c3cccc(O)c3)nc2OCCN1c1cccc(C(F)(F)F)c1,?,?,?,-26%[87.6 µM],-17%[87.6 µM],-5,-17%[172 µM]
CCOC(=O)[C@@H]1[C@@H](OC)C(=O)N(C)C12CCN(C(=O)OCc1ccccc1)CC2,·,-22%,?,·,·,-4,·
CCNC(=O)c1c(NC(=O)Cc2coc3cc(C)cc(C)c23)sc2c1CCCC2,·,·,·,5%,?,-3,·
O=C(Cc1ccc(F)cc1)N1CCCN(c2ccc3nnc(-c4ccccc4)n3n2)CC1,·,-15%,-25%,·,·,-2,·
Cc1ccc(CNC(=O)CCN2C(=O)C(C)Oc3ccc(C)cc32)cc1 (centres undefined),·,·,·,3%,?,-15,·
CC(C)(C)C(=O)CSc1nc2ccsc2c(=O)n1Cc1ccccc1F,·,·,·,-11%,-23%,61,·
O=C(Cn1nc2c(cc1=O)CCCC2)NCCn1ccc2ccc(Cl)cc21,4%,?,-21%,0%,-10%,9,1%
COc1ccccc1-c1noc(CCC(=O)NCc2snnc2C)n1,2%,i,-2%,1%,15%,-7,7%
